# DT40 TDP1 CPT = qHTS for Inhibitors of human tyrosyl-DNA phosphodiesterase 1 (TDP1): qHTS in cells in presence of CPT. actives 12% (n = 420,000). chicken DT40 Tdp1-/-;hTDP1 cells + 20 nM CPT, ATP luminescence, 48 h. Potency, µM (top dose mostly 46.2 µM), for inactives: at the top dose activity change, negative = growth inhibition, actives largely listed as inhibitors. AID 686979, 2013; note: nearly all actives have a fitted effect of over 55% in size
#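 Chicken DT40 Tdp1-/- cells stably complemented with human TDP1 were seeded at 400 cells/well in medium containing 20 nM camptothecin, exposed to pin-transferred compounds, and grown at 37 °C for at least 48 hr. Viability was read as ATP luminescence.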
# GCN5L2 inh = qHTS Assay for Inhibitors of GCN5L2; AID 504327, 2011; actives 0.21% (n = 390,000); Histone acetyltransferase KAT2A (Homo sapiens), Q92830; GCN5L2 HAT assay, ThioGlo1 CoA-SH fluorescence; Potency, µM (titrated, usually from 58.9 µM), for inactives: at the highest dose activity change, negative = inhibition, usual class: inhibitors
# Target sequence (Q92830 whole entry, looked up): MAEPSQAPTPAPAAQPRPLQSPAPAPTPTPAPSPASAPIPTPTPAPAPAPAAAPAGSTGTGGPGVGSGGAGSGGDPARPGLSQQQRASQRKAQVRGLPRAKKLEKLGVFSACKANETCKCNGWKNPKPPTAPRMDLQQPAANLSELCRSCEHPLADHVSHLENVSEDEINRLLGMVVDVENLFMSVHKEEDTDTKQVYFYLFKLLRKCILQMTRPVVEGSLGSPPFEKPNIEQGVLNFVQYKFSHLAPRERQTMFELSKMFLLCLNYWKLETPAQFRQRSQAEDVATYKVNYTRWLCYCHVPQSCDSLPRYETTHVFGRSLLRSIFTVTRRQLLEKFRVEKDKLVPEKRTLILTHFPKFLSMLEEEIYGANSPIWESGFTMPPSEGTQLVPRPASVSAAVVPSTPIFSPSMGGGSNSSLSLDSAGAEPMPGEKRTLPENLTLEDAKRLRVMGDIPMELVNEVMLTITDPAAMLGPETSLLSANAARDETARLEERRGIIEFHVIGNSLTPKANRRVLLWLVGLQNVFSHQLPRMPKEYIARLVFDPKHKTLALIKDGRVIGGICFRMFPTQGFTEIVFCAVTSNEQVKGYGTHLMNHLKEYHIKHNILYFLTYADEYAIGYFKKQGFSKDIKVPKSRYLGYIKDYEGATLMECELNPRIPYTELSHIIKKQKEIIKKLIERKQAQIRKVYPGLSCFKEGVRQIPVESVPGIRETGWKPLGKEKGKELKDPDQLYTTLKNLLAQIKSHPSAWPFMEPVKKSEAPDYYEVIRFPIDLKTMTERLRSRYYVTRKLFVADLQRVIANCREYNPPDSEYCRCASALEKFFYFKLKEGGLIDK
#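 Fluorescence readout, Ex340nm/Em540nm: ThioGlo1 (50uM final) reacts with free CoA thiol released as 20nM GCN5L2 acetylates H3(1-25) peptide (75uM) using acetyl-CoA (70uM). Compound and enzyme sat 15 min beforehand; 20 min room-temperature reaction.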
# FEN1 inh = qHTS Assay for the Inhibitors of Human Flap endonuclease 1 (FEN1). Recombinant FEN1 flap cleavage, fluorescence, 15 min. Potency, µM (doses to about 114 µM), inactives show at the highest dose activity change, negative = inhibition, most hits filed as inhibitors. actives 0.35% (n = 390,000). AID 588795, 2011; note: nearly all actives have a fitted effect of over 65% in size
#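 In this screen, 50 nM flap DNA substrate was added to 10 nM FEN1 pretreated with compound for 15 min at room temperature; cleavage was followed with reads at 0 and 15 min, and Hill fitting gave concentration–response parameters.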
# Active calls of the source: *; ? = inconclusive; . = no result given; & = joins results of further samples; [ ] = dose if it differs, or a comment. Calls come from the whole dose curve; as a rule, active = well fitted curve in the direction sought with a large enough effect; inconclusive = small, poorly fitted or top-dose-only effect, or another doubt; inactive = no such curve, though single readings can be large; an effect the other way counts as inactive or inconclusive. % is set by controls: 0 for no effect and ±100 for the full control effect; potency is the fitted concentration of half-maximal effect.
SMILES,DT40 TDP1 CPT,GCN5L2 inh,FEN1 inh
CC1CCCCC1NC(=O)Cn1nc(-c2ccccc2)ccc1=O (configuration not stated),-16.0%,-1.5%,16.2%
CC(C)CN(C(=O)CCCSc1nc2ccccc2[nH]1)c1c(N)n(Cc2ccccc2)c(=O)[nH]c1=O,5.5%,-3.9%,-2.1%
COc1ccc([N+](=O)[O-])cc1N(CC(=O)NCc1ccco1)S(C)(=O)=O,6.0%,-10.6%,4.8%
Nc1c(C(=O)CSc2nnc(-c3ccccc3)o2)c(=O)[nH]c(=O)n1C1CC1,?,-3.7%,-8.4%
COc1ccccc1N(Cc1cc(=O)[nH]c2ccccc12)C(=O)c1ccccc1,?,-2.6%,-2.1%
CCn1cnc2c(cnn2-c2ccccc2)c1=O,1.4%,-0.5%,-3.1%
Cc1ccc(CN2CCCNC2=O)cc1,-2.1%,-13.4%,-14.3%
Cc1[nH]c2ccccc2c1/C=N/NS(=O)(=O)c1ccccc1,0.3%,-0.6%,-10.0%
O=C(CN1CCN(C(C(=O)Nc2ccc(Cl)cc2C(F)(F)F)c2ccccc2)CC1)NC1CC1 (configuration not stated),?,0.9%,2.7%
Cc1[nH]c(=O)[nH]c(=O)c1S(=O)(=O)N1CCCC(C(=O)N2CCC(Cc3ccccc3)CC2)C1 (configuration not stated),20.3%,-19.6%,-3.0%
COc1cccc(SCC2CSc3nc4ccccc4c(=O)n32)c1 (configuration not stated),?,-6.2%,-12.8%
CCc1ccc2c(CN3CCOCC3)cc(=O)oc2c1,?,-1.6%,5.6%
O=C(CC1Sc2ccccc2NC1=O)NNC(=O)Nc1ccc(Cl)cc1 (configuration not stated),3.3%,-1.6%,-1.8%
COCCN1C=C(C(=O)OC)C(c2ccccc2C(F)(F)F)C(C(=O)OC)=C1,?,-10.7%,-1.0%
COc1ccc(C(=O)N(c2ccc(C)cc2)S(=O)(=O)c2ccc(C)cc2)cc1,18.4µM*,0.8%,-15.0%
CCCc1cc(N2CCOCC2)n2ncc(-c3ccccc3)c2n1,?,1.3%,-3.4%
COc1ccccc1N(CC(=O)NCc1ccccc1)C(=O)CCC(=O)Nc1nccs1,-0.8%,-11.6%,-1.3%
O=C(c1cc(C2CC2)nn1-c1ccccc1)N1CCN(c2ncc(C(F)(F)F)cc2Cl)CC1,?,-8.2%,-18.3%
O=C(CN1CCCCCC1)Nc1ccc(Br)cn1,-11.8%,-13.3%,1.9%
CC1=C(N2CCN(c3ncccn3)CC2)CCC1=O,-2.0%,.,-0.2%
Cc1cc(NC(=O)Cn2cnc3c(nnn3-c3ccc(C)c(Cl)c3)c2=O)no1,-6.0%,-2.8%,0.7%
CCC(C)NC(=O)/C=C/c1cccs1 (configuration not stated),4.4%,0.2%,0.4%
Cc1ccccc1-c1noc(-c2ccccc2OCC(=O)Nc2ccccc2[N+](=O)[O-])n1,-20.8%,-6.8%,-2.4%
COc1ccc(NC(=O)Nc2ccccc2SC)cc1OC,-16.2%,1.5%,11.6%
O=C(Nc1ccc([N+](=O)[O-])cc1)Nc1ccc(OC(F)F)c(Cl)c1,2.31µM*,-11.4%,-13.8%
Cc1sc2ncnc(SC(C)C(=O)N3c4ccccc4Sc4ccccc43)c2c1C (configuration not stated),20.6µM*,-5.0%,9.3%
Cn1c(-c2ccc(Cl)cc2)cnc1NCc1cc2c(cc1[N+](=O)[O-])OCO2,?,-7.6%,?
O=C(NCCC(c1ccccc1)c1ccccc1)c1cnc2sccn2c1=O,?,0.2%,-5.9%
Nc1ccc2c(c1)Cc1cc(N)c(Br)cc1-2,6.6%,.,-6.2%
CCOc1cc(N2CCOCC2)c(OCC)cc1NC(C)C(=O)N1CCC(C)CC1 (configuration not stated),?,-3.2%,-5.3%
Cc1cccc(NC(=S)NC(C)CCc2ccccc2)c1 (configuration not stated),?,-11.8%,-15.5%
CCOc1ccc(/C(O)=C2/C(=O)C(=O)N(CC3CCCO3)C2c2ccc(C)o2)cc1 (configuration not stated),-19.6%,-3.8%,8.6%
O=C(Nc1ccccc1Cl)c1cc(S(=O)(=O)N2CCOCC2)cs1,-12.1%,-7.7%,-6.5%
O=S(=O)(NC1=NCCCCC1)c1ccc(F)cc1F,-7.4%,4.0%,1.6%
CCCCOC(=O)Nc1nc(CC(=O)OCC)cs1,-2.3%,2.3%,-3.1%
CC(=O)Nc1ccc(Nc2nc(Nc3ccc(Cl)cc3)nc(N3CCOCC3)n2)cc1,1.26µM*,.,-3.2%
C[C@@H](C(=O)Nc1ccc2c(c1)OCCO2)n1nnc2ccccc2c1=O,13.7%,-20.3%,17.6%
Cc1cc(C(=O)N2CCN(c3cccc(Cl)c3)CC2)c2c(C)nn(-c3ccccc3Cl)c2n1,?,-9.2%,-21.4%
COc1ccc(C(=O)NCC(=O)OCc2cccc(Br)c2)cc1,1.3%,-2.2%,-14.9%
CC(=O)ON1C(C)(C)CC(OC(=O)c2ccccc2)CC1(C)C,20.6µM*,-6.8%,-3.0%

# Six successive entries already listed, quoted:
SMILES,DT40 TDP1 CPT,GCN5L2 inh,FEN1 inh
Cc1cccc(NC(=S)NC(C)CCc2ccccc2)c1 (configuration not stated),?,-11.8%,-15.5%
CCOc1ccc(/C(O)=C2/C(=O)C(=O)N(CC3CCCO3)C2c2ccc(C)o2)cc1 (configuration not stated),-19.6%,-3.8%,8.6%
O=C(Nc1ccccc1Cl)c1cc(S(=O)(=O)N2CCOCC2)cs1,-12.1%,-7.7%,-6.5%
O=S(=O)(NC1=NCCCCC1)c1ccc(F)cc1F,-7.4%,4.0%,1.6%
CCCCOC(=O)Nc1nc(CC(=O)OCC)cs1,-2.3%,2.3%,-3.1%
CC(=O)Nc1ccc(Nc2nc(Nc3ccc(Cl)cc3)nc(N3CCOCC3)n2)cc1,1.26µM*,.,-3.2%

# More compounds.
SMILES,DT40 TDP1 CPT,GCN5L2 inh,FEN1 inh
O=C(O)CSC1c2ccccc2C(=O)N1Cc1ccccc1 (configuration not stated),-1.5%,-4.9%,-4.2%
COc1ccc(F)cc1C(=O)C1CCCN(Cc2c(C)n(C)n(-c3ccccc3)c2=O)C1 (configuration not stated),10.9%,-15.4%,-5.8%
O=C(Nc1ccccc1C(=O)N1CCN(Cc2ccccc2)CC1)c1ccc(F)cc1,-16.9%,-21.2%,-0.8%
O=C(CN(C(=O)c1csnn1)c1cccc2ccccc12)NCc1ccc(F)cc1,-28.3%,-18.1%,10.0%
COC(=O)c1c(NC(=O)CS(=O)(=O)c2ccc(C)cc2)sc2c1CCCC2,?,-10.8%,-14.0%
Cc1ccc2oc(=O)c(/C=C(\O)c3ccco3)nc2c1,3.0%,-24.8%,9.1%
Cc1ccc(C(=O)N2CC(=O)Nc3ccc(F)cc3C2c2ccccc2)cc1 (configuration not stated),1.2%,-12.7%,-3.3%
CC(=O)c1ccc(NC(=O)c2cnn3c2NC(=C2CC2)C=C3C(F)F)cc1,?,.,-12.8%
CCC(=O)c1ccc(OCC(O)Cn2nc(C)c(C(C)=O)c2C)cc1 (configuration not stated),?,-1.5%,-4.3%
CCCCn1c(SCC(=O)Nc2cc(C)on2)nc2ccccc2c1=O,?,-6.3%,5.5%
CN(CC(=O)Nc1cccc(F)c1)C(=O)c1cccnc1Sc1ccccc1Cl,?,-18.8%,11.8%
CSCC[C@H](NC(=O)NCc1ccc(F)cc1)C(=O)O,-4.0%,-7.1%,3.5%
CC(C)CN=Cc1c(O)c([N+](=O)[O-])cc2oc3c(c12)CCCC3,?,?,-6.5%
CSc1nc(-c2ccccc2F)c(C#N)c(=O)n1C,2.5%,-8.6%,-11.0%
Cc1nn(-c2ccccc2)c2c1N(CCCC(=O)NCc1ccc(Cl)cc1)C(=O)CS2,25.9µM*,-0.4%,-2.4%
O=C(c1sc2cc([N+](=O)[O-])ccc2c1Cl)N1CCCCC1,-2.4%,-6.7%,-9.3%
Cc1ccc(-n2nc3c(c2NC(=O)c2ccc(S(=O)(=O)N4CCOCC4)cc2)CSC3)c(C)c1,-20.2%,-6.7%,-13.9%
CCOC(=O)c1ccc(N2C(=O)CC(N(C)CCc3ccc(OC)c(OC)c3)C2=O)cc1 (configuration not stated),16.4µM*,-6.8%,0.4%
Nc1nc(SCc2ccc(Br)cc2)[nH]c(=O)c1-c1ccccc1,-8.5%,-17.8%,13.0%
COc1ccc(C)cc1NC(=O)c1ccc2c(c1)nnn2C1CCCC1,?,5.7%,-19.4%

# In the list so far, 3 have a CF3 group.
SMILES,DT40 TDP1 CPT,GCN5L2 inh,FEN1 inh
O=C(CN1CCN(C(C(=O)Nc2ccc(Cl)cc2C(F)(F)F)c2ccccc2)CC1)NC1CC1 (configuration not stated),?,0.9%,2.7%
COCCN1C=C(C(=O)OC)C(c2ccccc2C(F)(F)F)C(C(=O)OC)=C1,?,-10.7%,-1.0%
O=C(c1cc(C2CC2)nn1-c1ccccc1)N1CCN(c2ncc(C(F)(F)F)cc2Cl)CC1,?,-8.2%,-18.3%

# Additional entries:
SMILES,DT40 TDP1 CPT,GCN5L2 inh,FEN1 inh
O=C(COC(=O)C1CCCCC1)Nc1ccc(S(=O)(=O)N2CCOCC2)cc1,-2.8%,-0.4%,-0.9%
Cn1cc[nH]c1=S,-0.3%,-2.3%,19.6%&13.6%
CC(=O)N1c2ccc(S(=O)(=O)N(C)CC(=O)N(Cc3ccccc3)C(C)C)cc2CC1C (configuration not stated),?,0.8%,-7.2%
CC(C)(C)c1ccc(C(=O)NC(=S)N2CCCC2)cc1,-20.3%,-10.0%,14.7%
Clc1cccc(OCCN2CCNCC2)c1,-27.8%,1.0%,18.1%
COc1ccc(NS(=O)(=O)c2ccc(N)cc2)nn1,-2.8%[21.1 µM],-7.1%,.
COc1ccc(CC(=O)OCN2C(=O)c3ccccc3C2=O)cc1,-29.4%,1.0%,10.2%
O=C(Cc1ccc(Cl)cc1)NCCc1cnc[nH]1,0.3%,-13.8%,1.5%
O=C(O)Cn1nnnc1-c1ccc(F)cc1,0.7%,-16.6%,4.8%
CC(C)N1C(=O)c2ccc(C(=O)O)cc2C1=O,11.9%,0.1%,2.3%
O=C(NCCN1CCOCC1)c1ccc2ccccc2n1,0.7%,-7.6%,-3.5%
COc1ccc(-c2onc(C)c2C)cc1S(=O)(=O)N(C)Cc1ccccc1,20.6µM*,0.9%,-0.5%
CCN(CC)CCN(C(=O)CCOc1ccccc1)c1nc2c(F)cc(F)cc2s1,?,-4.4%,-17.3%
Cn1c(SCC(=O)Nc2ccc3nc(SCC(=O)N4CCCC4)sc3c2)nnc1-c1ccc(N)cc1,?,-18.7%,-32.8%
Cc1cc(C)cc(NC(=O)C2CCCN(c3ncccn3)C2)c1 (configuration not stated),-23.8%,-3.7%,-0.8%
CCOC(=O)C1CCN(C(=O)COC(=O)c2cccc(NS(=O)(=O)c3ccccc3)c2)CC1,?,.,13.0%

# Screening results (PubChem BioAssay)

# This is a subset. The share of hits here may be higher or lower than overall.
